# RNase H inhibition: RNase H inhibition, HIV 1 Gag Pol polyprotein, FRET biochemical assay, screening (AID 372) | one-dose inhibition, % at 10 µM; IC50 in µM for titrated hits | HIV-1 RT RNase H, FRET RNA/DNA substrate fluorescence; higher % means a stronger effect | hit rate 0.77% among 100,000; in the data active means inhibition above about 50%
# Numbers without * were called inactive. Not all compounds are listed; count on the stated rates, not on these rows.
Compound | RNase H inhibition
COc1cc(/C=C2\C(=O)NC(=O)N(c3ccc(C)cc3)C2=O)cc(Cl)c1O | 9%
CCOC(=O)C(=CNc1ccc(C)c(C)c1)C(=O)OCC | 11%
COc1ccc(CC(=O)N2CCN(c3cccc(Cl)c3)CC2)cc1OC | 0%
CCOC(=O)c1c(NC(=O)c2ccc(Br)cc2)sc(C(=O)N(CC)CC)c1C | 3%
O=C(N/N=C/C=C/c1ccc([N+](=O)[O-])cc1)c1ccncc1 | 0%
CC1=Nc2ccccc2/C1=C/c1sc(=O)n(-c2ccccc2)c1O | 11%
N#C/C(=N/Nc1ccccc1C(F)(F)F)c1nc(-c2ccccc2)cs1 | 6%
CCOc1cccc(C(=O)NC(=S)Nc2cc(C(C)(C)C)cc(Cl)c2O)c1 | 24%
CCOC(=O)C1CCCN(C(=O)c2ccccc2I)C1 (centres undefined) | 16%
C=CCOc1c(Cl)cc(/C=C2\C(=O)NC(=O)N(c3ccc(OC)cc3)C2=O)cc1Cl | 30%
COc1cccc(C(=O)NC(NC(=S)Nc2ccc(Cl)cc2Cl)C(Cl)(Cl)Cl)c1 (centres undefined) | 8%
O=C(NC(=S)Nc1cc([N+](=O)[O-])ccc1Cl)c1cccc(Br)c1 | 19%
COc1ccccc1/C=N/N=C1/NC(=O)C(CC(=O)Nc2cccc(C(C)=O)c2)S1 (centres undefined) | 18%
Cc1ccc(C(=O)c2c(C)oc3ccc(O)cc23)cc1 | 6%
CC(=O)Nc1ccc(C=Nc2ccc(C)cc2)s1 | 0%
Oc1ccccc1N=Cc1nc(-c2ccccc2)oc1O | 11%
CCOC(=O)C1=C(C)N(C)C(=O)NC1c1ccc([N+](=O)[O-])cc1 (centres undefined) | 9%
COc1ccc(-c2csc(/C(C#N)=C\c3ccc(Br)cc3)n2)cc1 | 10%
O=C(NC(=S)Nc1ccc(N2CCCCC2)cc1)c1cccc2ccccc12 | 19%
O=C(CCC(=O)Nc1ccc(I)cc1)N/N=C/c1ccc(Cl)cc1Cl | 9%
Cc1cc(Cl)ccc1NC(=O)c1cccc([N+](=O)[O-])c1C | 0%
O=[N+]([O-])c1cc(-c2nnc(-c3ccccc3)o2)cc([N+](=O)[O-])c1 | 17%
C=CCc1ccc(OCCOCCOc2ccc(Cl)cc2Cl)c(OC)c1 | 22%
COc1ccc(/C(C#N)=C/c2ccccc2Br)cc1OC | 8%
O=c1sc(/C=N/Nc2ccccc2)c(Cl)n1-c1ccccc1 | 0%
CCOC(=O)CNC1CC(C)(C)NC(C)(C)C1 | 7%
CC1=NNC(=O)C1CCC(=O)N/N=C/c1c(Cl)cccc1Cl (centres undefined) | 10%
O=C(NCCNS(=O)(=O)c1ccccc1)c1c(O)c2ccccc2oc1=O | 2%
C=COCCNC(=O)C(=O)Nc1ccccc1C | 2%
COc1cc(/C=C(/C#N)C(=O)Nc2ccccc2)ccc1OCC(=O)O | 2%

# The list goes on, overlapping the part above by two compounds.
Compound | RNase H inhibition
C=COCCNC(=O)C(=O)Nc1ccccc1C | 2%
COc1cc(/C=C(/C#N)C(=O)Nc2ccccc2)ccc1OCC(=O)O | 2%
CC(C)CN1C(=O)/C(=C/c2cccc([N+](=O)[O-])c2)SC1=S | 13%
Cc1ccc(OC(=O)c2ccncc2)c(-n2nc3ccccc3n2)c1 | 16%
CCOC(=O)CCC(=O)Nc1ccccc1C(=O)Nc1ccccc1 | 0%
COc1ccc(/C=C/C(=O)/C=C/c2ccc(N(C)C)cc2)cc1 | 0%
COc1cccc(/C=N/Nc2nc3ccccc3[nH]2)c1 | 7%
COc1cc(C)c(CN2CCc3c([nH]c4ccccc34)C2)cc1C | 5%
CN(C)c1ccc(C2/C(=C(\O)c3ccc(Cl)cc3)C(=O)C(=O)N2CCCCCC(=O)O)cc1 (centres undefined) | 1%
Cc1c(OC(C)C)ccc2c1oc(=O)c1ccccc12 | 4%
O=C(NC(=S)Nc1ccc(F)cc1)c1cccc2c(Br)cccc12 | 13%
COc1ccccc1OCc1nc(-c2ccc(C)cc2)no1 | 0%
Cc1nc([N+](=O)[O-])c(Sc2nc3ccccc3[nH]2)n1Cc1ccccc1 | 13%
COc1cc(/C=C2\SC(=S)N(Cc3cccnc3)C2=O)ccc1O | 17%
Cc1ccc(Sc2ccc(/C=C(\C#N)C(N)=O)o2)cc1 | 21%
CCOc1ccc(C(=O)Nc2cc(Cl)cc(Cl)c2)cc1[N+](=O)[O-] | 22%
O=[N+]([O-])c1ccc2nc(Sc3nnc(-c4ccccc4)n3Cc3ccccc3)sc2c1 | 16%
Cc1nnc(NC(=O)c2ccccc2O)s1 | 0%
Cc1ccc2nc(-c3ccc(Cl)c(NC(=O)/C=C/c4ccccc4)c3)oc2c1 | 14%
COc1ccc(Cl)cc1NC(=O)CN(c1ccccc1F)S(=O)(=O)c1ccccc1 | 10%
COc1ccc(N/C(C)=C/C2=[N+](c3ccccc3)C(O)(c3ccccc3)CS2)cc1 (centres undefined) | 1%
Cc1ccc(NC(=O)COc2ccc(Cl)cc2)c([N+](=O)[O-])c1 | 24%
CC1CCN(c2nc(-c3ccccc3O)nc3ccccc23)CC1 | 15%
Cc1ccc(Nc2nc3ccc(C)cc3c(-c3ccccc3)c2C)c(C(=O)c2ccccc2)c1 | 10%
Cc1cc(NCCN(C)C)n2c(nc3ccccc32)c1C#N | 9%
COc1ccccc1N1CCN(C(=O)c2ccc(I)cc2)CC1 | 13%
COc1ccccc1OCCOc1cccc(C)c1 | 14%
O=C(Nc1cc(Br)cc2cccnc12)c1ccc(Cl)cc1 | 16%
CCOc1cc(/C=N\NC(=O)c2ccccc2Cl)cc([N+](=O)[O-])c1O | 15%
COc1ccc(C(=O)NC(=S)Nc2cccc3ccccc23)cc1Cl | 8%
CN(C)Cc1c(O)c[n+]([O-])c2ccccc12 | 15%
Cc1cccc(-n2c(C)cc(/C=C3\SC(=O)N(c4ccccc4)C3=O)c2C)c1 | 23%
COc1cc(Cc2ccc(NC(=O)Nc3cccc(Cl)c3)c(OC)c2)ccc1NC(=O)Nc1cccc(Cl)c1 | 22%
Cc1ccc(C2=C/C(=C\c3cc([N+](=O)[O-])ccc3Cl)C(=O)O2)cc1 | 43%
COc1ccc(C(=O)/C=C/c2cccc(Cl)c2Cl)cc1 | 31%
CC1=NN(c2cccc(C(=O)O)c2)C(=O)/C1=C\c1cccc([N+](=O)[O-])c1 | 9%
CC(C)(O)C#Cc1ccc(C(=O)NCc2ccco2)cc1 | 0%
CCOC(=O)c1c(C)nc2ccccn12 | 25%
FC(F)(F)c1nc2ccccc2n1CC#CCn1c(C(F)(F)F)nc2ccccc21 | 30%
COc1ccc(C(=O)/C=C\Nc2ccc(C)cc2)cc1 | 12%
C=CCOc1ccc(C=O)cc1I | 25%
CCOC(=O)C1=C(O)/C(=C/N(C)C)N=C1C | 4%
CC(C)(C)c1ccc(C(=O)NNC(=O)c2ccccc2I)cc1 | 0%
Cc1no[n+]([O-])c1COc1ccccc1C=O | 2%
CCCCOc1ccccc1C1C(C(=O)OC)=CNC=C1C(=O)OC | 12%
O=C(CN1CCCCCCC1)N/N=C/c1ccc(Cl)cc1Cl | 27%
Cc1ccc(/C=C2/SC(=S)N(CCC(=O)Nc3ccc(Cl)c(Cl)c3)C2=O)cc1 | 20%
CNc1ccc(Nc2ccc(C)cc2)c2c1C(=O)c1ccccc1C2=O | 18%
CC(=O)c1ccc(NC(=O)COc2ccc(C)cc2)cc1 | 2%
Cc1ccc(S(=O)(=O)NCC23CC4CC(CC(C4)C2)C3)cc1 | 18%
Cc1ccccc1C1C(C#N)=C(N)OC2=C1C(=O)CCC2 (centres undefined) | 8%
CCOC(=O)c1c(NC(=O)/C=C/c2ccc(OC)c(S(=O)(=O)N3CCCCC3)c2)sc(C)c1C | 6%
CC1CC(=O)C2=C(C1)c1c(ccc3ccccc13)NC2c1ccc(F)cc1 (centres undefined) | 15%
Cc1ccc(N2C(=O)c3ccc(Oc4ccc([N+](=O)[O-])cc4)cc3C2=O)cc1 | 14%
CC(=O)n1nc(C)c2c1CC(C)(C)CC2=O | 6%
COc1ccc(C(=O)NC(=S)Nc2ccc(-c3nc4cc(C)ccc4o3)c(O)c2)cc1 | 17%
N#Cc1c(N)[nH]c(=S)c(C#N)c1-c1ccc(Br)cc1 | 6%
CCOc1ccc(C=NNC(=O)CNS(=O)(=O)N2CCOCC2)cc1 | 10%
Cc1ccc(S(=O)(=O)N(CCO)CC(O)Cn2c3ccc(Cl)cc3c3cc(Cl)ccc32)cc1 (centres undefined) | 9%
COc1ccc(/C=C/C(=O)Nc2ccccc2Cl)cc1Br | 12%
Cc1ccccc1NC(=O)CN(c1ccc(Oc2ccccc2)cc1)S(C)(=O)=O | 14%
CCOc1ccc(-n2nc3ccc(NC(=O)c4ccc(C)cc4)cc3n2)cc1 | 13%

# Next part:
Compound | RNase H inhibition
O=C(NC(=S)Nc1ccc2ccccc2c1)c1cc(I)ccc1Cl | 16%
Cc1ccc(S(=O)(=O)NCc2ccco2)cc1C | 4%
C/C(Cn1nnc([N+](=O)[O-])n1)=N\NC(=O)c1ccccc1Cl | 10%
Clc1ccc(Oc2cccc(CN3CCN(c4ccccc4)CC3)c2)cc1 | 17%
O=C(Cn1nc(-c2ccccc2)c2ccccc2c1=O)N1CCCCC1 | 10%
COC(=O)c1cccc([N+](=O)[O-])c1C(=O)Nc1cc(C)ccc1C | 14%
Cc1cccc(NC(=O)CCC(=O)N/N=C/c2cccs2)c1 | 8%
CCCOC(=O)c1ccc(NC(=O)c2ccccc2[N+](=O)[O-])cc1 | 0%
O=C(c1ccccc1)N1CCN(C2CCN(Cc3ccccc3)CC2)CC1 | 0%
CCC(C)OC(=O)C1=C(C)NC(=O)NC1c1ccccc1OC (centres undefined) | 2%
NS(=O)(=O)c1ccc(NC(=O)c2ccc(Br)o2)cc1 | 11%
CCCC(=O)NC(c1ccco1)c1c(O)ccc2ccccc12 (centres undefined) | 0%
NC1=NC(=O)/C(=C/c2ccncc2)S1 | 10%
Cc1cc(C(=O)N=Nc2c(O)n(CCCC#N)c3ccccc23)n[nH]1 | 11%
CCN(CC)c1ccc(/C=C/c2[nH]c(=O)[nH]c(=O)c2[N+](=O)[O-])c(OC)c1 | 10%
Cc1cc(/C=C2\C(=O)NC(=O)N(c3ccc(Br)cc3)C2=O)c(C)n1-c1ccc(O)cc1 | 8%
NS(=O)(=O)c1ccc(NC(=O)c2ccc(S(=O)(=O)N3CCOCC3)cc2)cc1 | 5%
Cc1cc(-c2ccc(Cl)cc2)c(C#N)c(N)n1 | 0%
CCCCc1ccc(/C(C)=N/Nc2nc(-c3ccc(C)cc3)nc3ccccc23)cc1 | 7%
Clc1cccc(-c2ncnn2-c2cccc(Cl)c2)c1 | 5%
O=c1nc(-c2ccccc2)cc(-c2ccc(Br)cc2)[nH]1 | 9%
N/C(=N\OC(=O)c1cccc(I)c1)c1ccncc1 | 19%
Cc1c(C#N)c(N=CN(C)C)c(C(=O)c2ccc(Br)cc2)n1-c1ccc(Br)cc1 | 12%
COc1ccc(/C=C2\SC(=N)N(c3ccc4c(c3)OCO4)C2=O)c(OC)c1 | 30%
COCCOC(=O)C1=C(C)NC2=C(C(=O)CCC2)C1c1cccc(OC)c1 (centres undefined) | 7%
Cc1ccc(O)c(NC(=O)c2cc3nc(-c4ccc(F)cc4)cc(C(F)(F)F)n3n2)c1 | 5%
Oc1c(Br)cc(Br)cc1/C=N/Nc1nnc2c(n1)[nH]c1ccccc12 | 2%
COc1ccc(Cc2nnc(N)s2)cc1OC | 2%
Cc1ccc(NC(=O)c2ccc(Cl)c(Cl)c2)c([N+](=O)[O-])c1 | 1%
Cc1cccc(-n2c(C)cc(/C=C3/NC(=S)NC3=O)c2C)c1 | 21%

# No new results follow: 5 of the compounds above.
Compound | RNase H inhibition
Clc1ccc(Oc2cccc(CN3CCN(c4ccccc4)CC3)c2)cc1 | 17%
O=C(Cn1nc(-c2ccccc2)c2ccccc2c1=O)N1CCCCC1 | 10%
COC(=O)c1cccc([N+](=O)[O-])c1C(=O)Nc1cc(C)ccc1C | 14%
Cc1cccc(NC(=O)CCC(=O)N/N=C/c2cccs2)c1 | 8%
CCCOC(=O)c1ccc(NC(=O)c2ccccc2[N+](=O)[O-])cc1 | 0%

# (listing goes on)
Compound | RNase H inhibition
Cc1ccc(C(=O)N/C(=C/c2cccnc2)C(=O)Nc2ccccc2C)cc1 | 0%
N/C(=N\OC(=O)c1ccccc1F)c1ccc([N+](=O)[O-])cc1 | 0%
Cc1ccc(NC(=O)CSc2nc(-c3ccccc3)cc(=O)[nH]2)cc1 | 15%
COc1ccc(NS(=O)(=O)c2ccc(C3CCCCC3)cc2)cc1 | 21%
Cc1ccccc1C(=O)O/N=C(\N)c1ccccc1 | 6%
Cc1c(C)c(C)c(C(=O)Nc2ccc(Cl)c(Cl)c2)c(C)c1C | 16%
O=C(CNC(=O)c1ccccc1)OCC(=O)c1ccc(Cl)cc1 | 3%
O=C1c2cccc([N+](=O)[O-])c2C(=O)N1c1ccc2[nH]c(=S)sc2c1 | 8%
Cc1cccc(N2CCN(C(=O)c3ccc(Br)cc3)CC2)c1C | 18%
O=C1NC(=S)S/C1=C\c1cccc(OS(=O)(=O)c2ccc([N+](=O)[O-])cc2)c1 | 57%*
COc1ccccc1NC(=O)Nc1cccc2cccnc12 | 0%
O=C(CSc1nc2ccccc2s1)c1cccs1 | 0%
O=[N+]([O-])c1ccc(N2CCN(S(=O)(=O)c3ccc(Cl)cc3)CC2)cc1N1CCOCC1 | 0%
O=C(c1cccc(Cl)c1)N1CCN(Cc2ccncc2)CC1 | 2%
N#Cc1ccc(Oc2ccc(C(=O)OCC(=O)c3ccccc3)cc2)cc1C#N | 5%
C/C=C/c1ccc(OCCCOc2ccc(C)cc2[N+](=O)[O-])c(OC)c1 | 9%
CCCC1=C(C(=O)OCC)C(c2ccc3c(c2)OCO3)NC(=O)N1 (centres undefined) | 4%
c1ccc(Cn2c(CSc3nc4ccccc4o3)nc3ccccc32)cc1 | 18%
O=C(CCCOc1ccccc1)Nc1ccc2c(c1)OCCO2 | 10%
CC1=C(C(=O)c2ccccc2)C(c2ccc([N+](=O)[O-])cc2)NC(=O)N1 (centres undefined) | 0%

# Screening results from PubChem BioAssay.
